DUSP3 inh: blocks human VHR1 dual specificity phosphatase; P51452; recombinant VHR phosphatase, pNPP absorbance; inhibition, % at 13.3 µM; 0.52% of 290,000 active; in the data active = inhibition above about 50%; note: some compounds called inactive have numbers as strong as hits
Target sequence (P51452 whole entry, looked up): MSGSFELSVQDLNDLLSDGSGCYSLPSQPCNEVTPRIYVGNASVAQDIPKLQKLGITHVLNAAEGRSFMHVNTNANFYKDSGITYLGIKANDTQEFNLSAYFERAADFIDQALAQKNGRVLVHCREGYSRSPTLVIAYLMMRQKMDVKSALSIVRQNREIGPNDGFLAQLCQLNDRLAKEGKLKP
Rv3671c inh: inhibits the M. tuberculosis serine protease Rv3671c; inhibition, % at 5.96 µM; AID 2606; P9WHR9; 0.048% of 320,000 active; in the data active = inhibition above about 38%;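 note: extracellular domain of Rv3671c used as enzyme; 0% = enzyme with DMSO and 100% = no enzyme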
TcdB inh: inhibitors of Clostridioides difficile toxin B glycohydrolase | TcdB glycohydrolase enzymatic assay, plate reader | inhibition, % at 9.99 µM | 0.24% of 350,000 active; in the data active = inhibition above about 10%
BH1578 lux ind: induces V. cholerae light production without autoinducers; V. cholerae BH1578 lux reporter, luminescence, 6 h; activation, % at 18.7 µM; 0.16% of 350,000 active; in the data active = activation mostly above about 9.7%, no sharp cut-off; note: not every result past the cut was called active; inactives centre near 0; reference of the scale not given here
Yp Topo-I inh: Y. pestis Topo-I inhibition via cleavage products. Y. pestis Topo-I cleavage product accumulation, plate reader. activity, % at 10 µM. 0.064% of 360,000 active. AID 504884; in the data active = activity above about 50%, passing the limit was not always enough; note: inactives centre near 2
MazF activator: increases E. coli MazEF RNase cleavage of RNA. activation, % at 20 µM. 0.32% of 350,000 active. P0AE70. FAM/BHQ RNA-DNA oligo cleavage fluorescence, 5 h; in the data active = activation above about 50%
Target sequence (P0AE70 whole entry, looked up): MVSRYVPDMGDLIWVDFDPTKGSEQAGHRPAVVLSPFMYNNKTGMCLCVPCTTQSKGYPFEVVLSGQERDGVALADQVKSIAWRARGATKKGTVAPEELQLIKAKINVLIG
Anthrax LF inh2: inhibitors of Bacillus anthracis lethal factor protease; 0.12% of 360,000 active; AID 588501; P15917; inhibition, % at 10 µM; multiplex microsphere protease cleavage assay, LF; in the data active = inhibition above about 30%; note: plate controls were buffer without enzyme for full effect and enzyme alone for no effect
Target sequence (P15917 whole entry, looked up): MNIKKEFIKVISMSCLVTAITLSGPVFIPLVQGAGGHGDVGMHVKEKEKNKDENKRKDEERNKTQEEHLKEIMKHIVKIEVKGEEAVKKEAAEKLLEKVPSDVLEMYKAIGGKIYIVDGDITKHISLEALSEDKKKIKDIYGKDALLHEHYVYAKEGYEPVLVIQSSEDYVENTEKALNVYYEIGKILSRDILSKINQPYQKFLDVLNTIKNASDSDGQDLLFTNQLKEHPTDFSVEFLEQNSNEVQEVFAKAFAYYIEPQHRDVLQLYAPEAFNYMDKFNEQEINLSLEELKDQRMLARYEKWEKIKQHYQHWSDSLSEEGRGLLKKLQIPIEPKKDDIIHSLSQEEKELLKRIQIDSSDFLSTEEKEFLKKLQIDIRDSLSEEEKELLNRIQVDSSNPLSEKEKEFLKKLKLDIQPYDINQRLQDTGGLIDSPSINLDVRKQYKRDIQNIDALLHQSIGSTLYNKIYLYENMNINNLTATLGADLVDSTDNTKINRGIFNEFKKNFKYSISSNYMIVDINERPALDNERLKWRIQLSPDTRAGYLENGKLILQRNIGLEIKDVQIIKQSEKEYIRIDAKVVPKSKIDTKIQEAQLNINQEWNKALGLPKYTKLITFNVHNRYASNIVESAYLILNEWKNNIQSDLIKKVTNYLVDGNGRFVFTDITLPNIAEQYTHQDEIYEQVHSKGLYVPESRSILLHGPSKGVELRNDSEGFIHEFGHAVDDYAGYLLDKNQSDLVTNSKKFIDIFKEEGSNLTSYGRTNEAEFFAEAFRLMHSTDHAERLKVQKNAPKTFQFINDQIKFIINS
SARS 3CLpro inh: SARS-CoV 3CLpro protease inhibition; P0C6X7; recombinant SARS-CoV 3CLpro, quenched FRET peptide cleavage; inhibition, % at 6 µM; 0.14% of 290,000 active; in the data active = inhibition above about 12%
PriA SSB inh: inhibitors of Klebsiella pneumoniae PriA binding to SSB C-terminal tail; 0.6% of 430,000 active; inhibition, % at 33 µM; AlphaScreen SSBct-PriA binding, biotinylated peptide; in the data active = inhibition mostly above about 37%, no sharp cut-off; inactive = mostly below about 20%;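 note: plate controls were negative control peptide for no effect and reference peptide for full effect; strong numbers were not always called active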
PfHsp40 rescue: rescue of PfHsp40-mediated yeast toxicity | S. cerevisiae expressing PfHsp40, growth rescue, ATP luminescence | growth rescue, % at 12.5 µM | 0.68% of 340,000 active | AID 504582; in the data active = growth rescue above about 28%, passing the limit was not always enough;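 note: yeast W303a lacking pdr1 and pdr3 grown in galactose medium; growth measured after three days at 30 °C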
* = called active by the depositor; i = inactive; x = no result given; & = joins results of further samples. The list is partial; count on the stated rates, not on these rows.

SMILES	DUSP3 inh	Rv3671c inh	TcdB inh	BH1578 lux ind	Yp Topo-I inh	MazF activator	Anthrax LF inh2	SARS 3CLpro inh	PriA SSB inh	PfHsp40 rescue
CN(C)c1ccc(/C=C2\C(=N)N3N=C(CC(=O)N4CCCCC4)SC3=NC2=O)cc1	-31	-8	0.5	i	3	-165	-2	-4	-7	1.1
COc1ccc(NC(=O)COC(=O)CC2Sc3ccccc3NC2=O)cc1 (stereo unspecified)	x	x	0.6	9.2	4	4	-2	x	3	1.0
CCOc1cc(CO)ccc1OCC(=O)N1CCCCC1	4	2	x	i	-2	13	-6	7	-11	-0.2
O=C(Nc1cccc2ccccc12)c1ccccc1NS(=O)(=O)c1cccc2cccnc12	14	-7	0.1	-0.6	-2	3	0	4	1	-1.4
CCC(=O)Nc1ccc2oc(-c3cccnc3)nc2c1	21	-17	2.2	-0.8	-5	5	-2	4	-13	-0.4
CCOC(=O)/C=C/C(=O)Nc1ccc(S(=O)(=O)N(C)c2ccccc2)cc1	31	-11	1.1	0.1	-5	-14	0	7	3&4	1.8
O=C(N/C(=C/c1ccc(Br)cc1)C(=O)N1CCOCC1)c1cccs1	-8	7	0.2	i	7	-7	5	-3	-17	0.2
Cc1ccccc1NC(=O)c1c(C)[nH]c(=S)c(C#N)c1-c1ccc(Cl)cc1	13	-9	0.6	i	-1	-1	-12	1	3	x
CCc1ccccc1NC(=O)CSc1nc2ccccc2n1CC(=O)N(C)C	-5	x	x	-1.5	2	6	1	1	-14	-0.6
O=C(OCC(=O)N1CCc2ccccc21)c1ccc(Br)o1	x	-2	7.3	-0.6	5	1	11	x	-12	2.0
O=C(O)C1CCC(=O)N1Cc1ccccc1Cl (stereo unspecified)	-8	-12	x	i	0	3	1	-4	-8	0.9
Cc1cc(C(=O)COC(=O)C2COc3ccccc3O2)c(C)n1CC1CCCO1 (stereo unspecified)	-2	0	x	3.8	23	2	-6	1	-16	-1.3
Cc1c(-c2ccccc2)[n+](=O)c(-c2ccc(Br)cc2)c(C)n1[O-]	-14	-1	0.2	-0.4	-2	9	8	3	-15	-0.7
C=CCNCC(O)COc1ccc(C(C)=O)cc1OC (stereo unspecified)	16	5	0.6	-0.4	3	-4	-8	6	-5	-0.9
CCNC(=S)Nc1ccc(Oc2ccccc2)cc1	x	-1	3.7	-0.4	-3	7	-3	1	3	5.1
COc1ccccc1N(C)S(=O)(=O)c1ccc(C)c(C(=O)N2CCCCCC2)c1	x	x	-0.5	-14	16	0	-2	x	-8	1.1
Cc1ccc2nc(-c3cccnc3)cc(C(=O)Nc3ccccc3[N+](=O)[O-])c2c1	32	-4	0.7	-2.0	-10	4	2	0	14	-1.3
Nc1nnnn1/N=C/c1cc(Br)ccc1O	x	19	-3.1	-0.5	-2	2	3	x	x	x
O=C(COC(=O)CCN=C1NS(=O)(=O)c2ccccc21)NNC(=O)c1ccccc1	x	-2	1.2	i	5	11	0	x	-8	-0.4
CCCN1CCC(NC(=O)c2cccc(Oc3ccccc3)c2)CC1	1	-3	0.4	-0.7	-2	-10	2	0	-7	5.5
O=S(=O)(Nc1ccc(O)c(CN2CCCCC2)c1)c1ccccc1	25	-12	x	-7.2	1	1	-2	1	3	0.2
Cn1cc(S(=O)(=O)N2CCCC2)cc1C(=O)NCc1ccccc1Cl	9	-1	0.1	-0.2	3	-6	-3	-3	-5	0.4
O=C(Nc1ccccc1N1CCOCC1)C1=NN(c2c(F)c(F)cc(F)c2F)C(=O)CC1	x	-1	0.1	3.6	18	-1	-5	x	4	0.6
COc1ccc(-c2nn(-c3ccccc3C)cc2CNCc2cccnc2)cc1F	16	1	0.1	-0.3	13	4	-3	2	1	-1.1
O=C(CCl)N1c2ccccc2CCc2ccccc21	25	-7	-3.4	i	-3	x	2	1	x	-0.6
CCc1ccc(NC(=O)CSc2nc3n[nH]c(C)c3c(=N)n2-c2cccc(OC)c2)cc1	26	-26	x	-0.4	5	-12	2	8	-4	-0.2
O=C1C=CC(=O)N1c1ccc(N2CCCCC2)cc1	14	-10	-0.5	0.7	1	1	-2	-3	15	-7.5
Cc1ccc(NC(=O)CCNS(=O)(=O)c2ccc3c(c2)CCC(=O)N3)cc1	10	4	1.0	-0.4	-2	13	0	-3	-10	-0.7
CC(C)CN1C(=O)NC2(CCCc3ccccc32)C1=O (stereo unspecified)	14	-7	-0.4	i	4	-4	-3	0	-6	0.9
O=C(CF)NC(NC(=S)Nc1ccccc1O)C(Cl)(Cl)Cl (stereo unspecified)	17	-2	7.9	-0.4	-2	-54	-2	1	x	22

Full records from above:
Entry for COc1ccc(-c2nn(-c3ccccc3C)cc2CNCc2cccnc2)cc1F : DUSP3 inh: 16; Rv3671c inh: 1; TcdB inh: 0.1; BH1578 lux ind: -0.3; Yp Topo-I inh: 13; MazF activator: 4; Anthrax LF inh2: -3; SARS 3CLpro inh: 2; PriA SSB inh: 1; PfHsp40 rescue: -1.1
Entry for Nc1nnnn1/N=C/c1cc(Br)ccc1O : DUSP3 inh: x; Rv3671c inh: 19; TcdB inh: -3.1; BH1578 lux ind: -0.5; Yp Topo-I inh: -2; MazF activator: 2; Anthrax LF inh2: 3; SARS 3CLpro inh: x; PriA SSB inh: x; PfHsp40 rescue: x

The list continues.
SMILES	DUSP3 inh	Rv3671c inh	TcdB inh	BH1578 lux ind	Yp Topo-I inh	MazF activator	Anthrax LF inh2	SARS 3CLpro inh	PriA SSB inh	PfHsp40 rescue
CCOc1ccc(NC(=S)N2CCC(C(=O)c3ccc(F)cc3)CC2)cc1	x	x	1.1	-0.4	5	10	-3	x	-9	0.8
CCN(CC)S(=O)(=O)c1cccc(C(=O)N/N=C/c2ccccn2)c1	26	-4	0.7	-0.6	-7	11	-4	7	x	-0.4
Cc1ccc(C(C)C)c(OCC(=O)Nc2ccc(N3CCOCC3)cc2N2CCOCC2)c1	x	x	-0.1	i	12	10	0	x	-5	0.7
CCOc1cc2nc3c4ccccc4n(C)c3nc2cc1OCC	40	-5	1.2	0.6	-6	-9	20	1	-5	-1.5
COC(c1ccccc1)c1nnc(CCC(=O)N(C)CCCC2CCCC2)o1 (stereo unspecified)	-12	4	0.3	-0.3	42	-1	-4	1	-4	0.1
N=C(N)SCc1cn(-c2ccccc2)nc1-c1ccc(Br)cc1	-6	x	4.6	-0.3	-5	-22	-1	0	-181	0.3
CCN1C(=O)[C@H]2[C@@H](c3ccc(OC)cc3)N3C(=O)CN(Cc4ccccc4)C(=O)[C@@]3(C)[C@H]2C1=O	13	-6	2.4	-0.6	-6	3	1	-2	-13	-1.4
Cc1cc(C(=O)N2CCCC(N3CCN(c4ccc(F)cc4)CC3)C2)no1 (stereo unspecified)	10	2	0.9	0.4	7	6	-1	4	-10	-0.2
CCN1CCN(CCNC(=O)c2cn(Cc3ccccc3F)nn2)CC1	22	-2	x	-12	-3	6	-1	-1	-9	1.2
O=C(CN1CCN(c2ccc([N+](=O)[O-])cc2)CC1)Nc1nccs1	8	-2	x	i	0	-1	2	0	-11	1.1
CC(NC(=O)c1ccc(CS(C)(=O)=O)cc1)C1CC2CCC1C2 (stereo unspecified)	4	0	0.5	-0.3	-9	2	-14	-5	-4	-0.2
CCC(CC)CC1CN2CCc3cc(OC)c(OC)cc3C2CC1(O)CC (stereo unspecified)	x	x	1.1	-0.7	13	-1	-7	x	x	x
COc1ccc(NC(=S)N/N=C/c2ccc(F)c(F)c2)cc1	23	-1	0.4	-0.2	1	5	-2	1	x	1.1
CN(C)CC1CCCCC1OC(=O)/C=C/c1ccccc1 (stereo unspecified)	13	5	0.5	-0.2	-5	2	x	-4	8	0.3
CC(C)(C)N(Cc1ccccc1)C(=O)COC(=O)c1ccc([N+](=O)[O-])o1	x	-13	1.3	i	2	4	-8	x	7	-2.4
CC(=O)N1c2ccc(S(=O)(=O)NCCC(=O)N3CCCC(C)C3)cc2CC1C (stereo unspecified)	8	1	1.3	2.6	0	10	-2	1	2	-1.4
COc1ccccc1NC(=O)COc1ccc(/C=N/n2cnnc2)cc1OC	28	2	-1.6	-1.6	11	9	-3	-6	x	0.0
O=C(c1ccncc1)N1CCN(S(=O)(=O)c2cccc([N+](=O)[O-])c2)CC1	x	6	2.6	-2.8	-4	1	-1	x	8	0.2
CCN(CC)C(=O)N(CC)Cc1ccccc1	12	-1	-0.2	2.0	7	3	1	3	11	-0.6
O=C(Cn1cnc2c(nnn2Cc2ccccc2)c1=O)Nc1ccc2c(c1)OCCO2	-11	-24	1.0	i	7	-8	-2	1	-8	0.0
CC(OC(=O)c1ccc(OCC2CCCO2)cc1)C(=O)N(C)Cc1ccccc1 (stereo unspecified)	x	7	0.7	i	3	5	0	x	-7	-0.9
CCN(Cc1ccncc1)Cc1ccc(Br)cc1	-4	2	1.5	-0.7	11	16	10	-4	-9	0.1
CNCCCNC(=O)c1ccc(/C=N/O)nc1	-15	-3	0.5	-0.2	-5	-14	-2	6	x	-1.6
COC(=O)Nc1nc2ccc(C(=O)c3cccs3)cc2[nH]1	x	0	1.0	-0.8	-5	6	0	x	4	-0.2
CCn1cc(C(=O)NCCc2ccccc2)c(=O)c2cc(F)c(N3CCN(C)CC3)cc21	-5	-3	x	18	32	8	-2	2	6	0.8
Cc1ccc(NC(=O)C(C)OC(=O)c2n[nH]c3ccccc23)cc1 (stereo unspecified)	x	-11	1.2	-2.9	-10	0	3	x	-9	-1.1
CCn1c(SCc2ccccc2)nnc1C1CCCCC1	36	4	x	-3.8	10	-1	0	-1	-17	-0.4
Cc1cc2[nH]c(=O)c(=O)[nH]c2cc1S(=O)(=O)N(C)C1CCCCC1	25	12	0.8	-0.2	1	6	-7	2	0	-1.1
O=C(Nc1ccccc1N1CCCCC1)c1cccc(Cl)c1	3	-12	-1.3	i	43	-1	-6	-4	-15	1.5
COc1ccccc1NC(=O)CSc1nnc(-c2ccco2)o1	15	3	x	x	-8	5	-2	2	2	-0.1

Ordered by count of non-hydrogen atoms (descending): some entries from above.
SMILES	DUSP3 inh	Rv3671c inh	TcdB inh	BH1578 lux ind	Yp Topo-I inh	MazF activator	Anthrax LF inh2	SARS 3CLpro inh	PriA SSB inh	PfHsp40 rescue
CC(OC(=O)c1ccc(OCC2CCCO2)cc1)C(=O)N(C)Cc1ccccc1 (stereo unspecified)	x	7	0.7	i	3	5	0	x	-7	-0.9
O=C(c1ccncc1)N1CCN(S(=O)(=O)c2cccc([N+](=O)[O-])c2)CC1	x	6	2.6	-2.8	-4	1	-1	x	8	0.2
Cc1ccc(NC(=O)C(C)OC(=O)c2n[nH]c3ccccc23)cc1 (stereo unspecified)	x	-11	1.2	-2.9	-10	0	3	x	-9	-1.1

Additional results
SMILES	DUSP3 inh	Rv3671c inh	TcdB inh	BH1578 lux ind	Yp Topo-I inh	MazF activator	Anthrax LF inh2	SARS 3CLpro inh	PriA SSB inh	PfHsp40 rescue
O=C1NCCN1C(=O)N(c1ccccc1)c1ccccc1	12	2	x	-1.2	-8	-1	4	4	-18	0.3
Cn1c(=O)c2cc(S(=O)(=O)NC(C(=O)Nc3cccc(F)c3)c3ccccc3)ccc2n(C)c1=O (stereo unspecified)	-4	-9	1.6	-0.1	-10	12	-4	1	4	-0.7
CCCOc1ccc(NC(=O)C2CC(=O)N(C(C)C)C2)cc1 (stereo unspecified)	24	0	x	-9.1	4	-2	8	7	-13	0.6
COc1cccc(-c2cccc(NC(=O)C3CCN(Cc4nccs4)CC3)c2)c1	0	0	1.8	x	-6	6	-2	-1	-8	0.8
O=C(O)C(Cc1cn[nH]n1)=NO	17	3	x	-0.3	1	1	2	1	-13	-0.7
CCOc1ccc(N(CC(=O)NCc2ccccc2)S(C)(=O)=O)cc1	11	7	x	-0.6	0	-2	-1	2	-15	-1.7
O=C(COC(=O)C1CCN(S(=O)(=O)c2ccc3c(c2)OCCO3)CC1)Nc1ccc(C(F)(F)F)cc1	26	-37	x	-0.3	11	-3	0	5	-10	3.1
O=C(CSc1nnc(-c2cccnc2)o1)Nc1ccccc1F	x	-2	0.3	0.7	-4	-3	0	x	-16	4.5
Cc1cc(Oc2ccc(C)c(Cl)c2)nc(SCC(=O)c2ccccc2)n1	8	-13	1.5	-0.2	39	-5	-1	3	0	2.3
Cc1cc(=O)oc2cc(NC(=S)NCc3ccccn3)ccc12	32	5	0.6	i	-1	11	-4	-2	6	0.3
COc1ccccc1/C=C(\C#N)C(=O)c1cccn1C	38	2	0.1	i	15	-1	6	2	-9	-0.2
